TRPC6 inhibitor = blocks the mouse TRPC6 cation channel; Q61143; HEK293-TRPC6, membrane potential dye, ACh-evoked depolarization; hits give low values; B-score at 10 µM; 310,000 compounds, 1.1% hits;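 active means B-score under library mean minus 3 SD, initial fluorescence not abnormally high, positive integrated signal ratio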;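 further: B-score derived from integrated fluorescence ratio over the kinetic read; more negative B-score means stronger inhibition of depolarization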
Target sequence (Q61143 whole entry, looked up): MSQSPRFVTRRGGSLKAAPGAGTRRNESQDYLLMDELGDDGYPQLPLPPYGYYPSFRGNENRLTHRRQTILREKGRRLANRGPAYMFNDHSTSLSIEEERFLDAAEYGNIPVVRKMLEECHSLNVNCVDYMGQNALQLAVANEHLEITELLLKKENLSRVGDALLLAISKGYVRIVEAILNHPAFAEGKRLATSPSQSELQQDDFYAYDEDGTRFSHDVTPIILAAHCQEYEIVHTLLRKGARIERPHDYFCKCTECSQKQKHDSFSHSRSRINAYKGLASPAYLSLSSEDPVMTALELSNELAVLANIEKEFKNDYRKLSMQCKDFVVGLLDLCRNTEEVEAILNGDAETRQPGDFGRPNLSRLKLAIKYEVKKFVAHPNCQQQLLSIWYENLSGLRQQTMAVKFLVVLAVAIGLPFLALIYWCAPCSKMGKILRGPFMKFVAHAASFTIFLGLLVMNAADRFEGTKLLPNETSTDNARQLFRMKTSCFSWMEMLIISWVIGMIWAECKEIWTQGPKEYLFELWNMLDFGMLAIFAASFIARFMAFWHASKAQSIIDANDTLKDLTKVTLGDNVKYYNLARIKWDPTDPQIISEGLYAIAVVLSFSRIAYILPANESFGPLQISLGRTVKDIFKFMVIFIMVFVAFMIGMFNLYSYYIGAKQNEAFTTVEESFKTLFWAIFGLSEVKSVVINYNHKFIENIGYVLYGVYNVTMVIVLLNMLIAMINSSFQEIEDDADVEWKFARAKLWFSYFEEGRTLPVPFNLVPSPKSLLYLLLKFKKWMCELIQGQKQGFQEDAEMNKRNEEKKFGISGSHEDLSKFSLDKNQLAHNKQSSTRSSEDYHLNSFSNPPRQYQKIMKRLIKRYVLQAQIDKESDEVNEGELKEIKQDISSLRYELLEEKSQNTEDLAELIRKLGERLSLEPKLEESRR
AI-2 QS mod = Vibrio harveyi AI-2 quorum sensing modulation; Vibrio harveyi JMH597 AI-2 luminescence/OD600 ratio, 9 h; hits give low values; strain lacks LuxN and CqsS sensors; 0 = neutral-control median; activity change, % at 7.5 µM; 300,000 compounds, 0.4% hits; in the data active means activity change below about -75%, passing the limit was not always enough;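 further: luminescence divided by OD600 gain over 9 h not by final OD600 alone; inactives centre near 13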
PolyA inh = inhibitors of polyadenylation in S. cerevisiae | S. cerevisiae SKY197-pL101 polyadenylation reporter, beta-gal luminescence; efflux-impaired pdr1/pdr3 knockout yeast; score 100 = 6 SD above DMSO | calls only at 12 µM | 300,000 compounds, 0.02% hits;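 active means lowest replicate activity score at least 50, where 100 means six control SD above control mean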;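 further: yeast exposed to compound for 9 h at 30 °C; higher score means more reporter readthrough which indicates perturbed polyadenylation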
MrgX1 antag = human MrgX1 receptor antagonism, primary screen. MRGX1-HEK293 calcium flux, Fluo-4, BAM8-22 antagonism; hits give low values. B-score at 10 µM. 310,000 compounds, 1.3% hits. Q96LB2;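 active means calcium-response B-score plate-corrected more than 3 library SD below zero, starting fluorescence within 5 deviations, no agonist response on first addition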;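 further: peak minus trough fluorescence over baseline after final BAM8-22 challenge near maximal dose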
HIF activator = HIF pathway transcriptional activation; U2OS HRE-luciferase reporter, luminescence; normalized: DMSO 0%, desferrioxamine 100%; activation, % at 7.5 µM (by protocol); 300,000 compounds, 0.32% hits;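 active means mean activation of at least 10% of the iron chelator positive control signal, with at least half of replicates also reaching 10%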
TRPC4 potent = allosteric potentiators of mouse TRPC4 channel; 310,000 compounds, 0.42% hits; B-score at 10 µM; HEK293 TRPC4beta/mu-opioid, DAMGO EC20, Fluo-4 Ca2+ flux; hits give high values; Q9QUQ5;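 active means B-score of calcium response area above 5 SD of library B-scores, with initial fluorescence ratio within 5 SD of library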;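 further: B-score of integrated fluorescence ratio over time as area under calcium response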
TRPC6 act = activators of mouse TRPC6 channel. B-score at 10 µM. 310,000 compounds, 0.13% hits. HEK293-TRPC6 membrane potential dye fluorescence; hits give high values;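 active means B-score of the integrated fluorescence ratio above library mean plus 3 SD, and starting fluorescence ratio within library mean plus 5 SD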;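 further: higher score means more depolarization so channel activation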
TRPC4 inh = blocks the mouse TRPC4 cation channel; Q9QUQ5; HEK293 TRPC4beta/mu-opioid, DAMGO-evoked Fluo4 calcium flux; hits give low values; B-score at 10 µM; 300,000 compounds, 0.39% hits;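 active means B-score over 3 SD under the library average, no early fluorescence shift, positive overall ratio signal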
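System: stable TRPC4beta/mu-opioid receptor HEK293 cells; Dosing: single-point compound dosing; Measured by: Fluo4 Ca2+ flux fluorescence; Read-out basis: per-well B score of integrated baseline-normalized Fluo4 ratio.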
TRPC4 agonist = TRPC4 (mouse) channel activation; Q9QUQ5; HEK293 TRPC4beta/mu-opioid, Fluo4 calcium fluorescence; hits give high values; B-score at 10 µM; 310,000 compounds, 0.49% hits; AID 2237;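 active means B-score above 5 SD of library B-scores, and initial fluorescence ratio not above library mean plus 5 SD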;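 further: positive B-score marks a calcium rise read as TRPC4 activation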
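Assay system: HEK293 stable line with TRPC4beta plus mu-opioid receptor; schedule: 45 min room-temperature Fluo4 loading, 110 s read; technique: kinetic Fluo4 calcium fluorescence; evaluation: integrated baseline-normalised fluorescence ratio, converted to per-well B score; controls: buffer (low) and maximal DAMGO (high)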
MrgX1 agonist = human MrgX1 receptor agonism, primary screen; Q96LB2; MrgX1-HEK293 cells, Fluo-4 calcium fluorescence, agonist mode; hits give high values; B-score at 10 µM; 310,000 compounds, 0.44% hits; AID 588627;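 active means calcium response B-score plate-corrected fluorescence ratio at least 3 library SD, with starting fluorescence B-score inside 5 SD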
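Test system: HEK293 cells stably expressing human MrgX1 receptor; amount: 15,000 cells per well; doses: compound delivered in addition one of three; times: overnight plating before 1 h dye loading; detection: Fluo-4 NW calcium-flux fluorescence, kinetic read; read-out basis: B-scored fluorescence response ratio; controls: positive and negative controls per plate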
MrgX1 PAM = human MrgX1 positive allosteric modulation, primary screen. 310,000 compounds, 0.63% hits. MrgX1-HEK293, Fluo-4 calcium flux, FDSS; hits give high values. Q96LB2. B-score at 10 µM;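 active means plate-corrected calcium response at least 3 library SD above typical, normal starting fluorescence, not activating the receptor alone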;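 further: compound read alongside a low EC10 to EC30 dose of BAM8-22 agonist; peak minus trough fluorescence over baseline measured at the second addition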
Starred values were filed as active, the others as inactive; i = inactive; / = not tested or not shown. Only part of the results is shown; the hit share may differ from the screen's.

molecule | MrgX1 PAM | MrgX1 antag | TRPC6 inhibitor | AI-2 QS mod | MrgX1 agonist | TRPC4 agonist | HIF activator | TRPC4 inh | PolyA inh | TRPC4 potent | TRPC6 act
COc1ccc(CCN(C)C(=O)CN2C(=O)c3ccccc3S2(=O)=O)cc1OC | i | i | i | 18 | i | i | -0.4 | i | i | i | i
COc1ccc(Cl)cc1N1C(=O)C2CCCN2C1c1ccc(F)c(F)c1 (stereo unspecified) | i | i | i | 18 | i | i | 0.2 | i | i | i | i
COCCN1Cc2cccc(C(=O)Nc3ccc(-c4nc5ccccc5[nH]4)cc3)c2C1=O | i | i | i | 7 | i | i | 1.8 | i | i | i | i
C/C(=N\Nc1nccnc1Cl)c1ccc([N+](=O)[O-])cc1 | i | i | i | 33 | i | i | 1.8 | i | i | i | i
CCOC(=O)C1=C(C)Nc2[nH]c(=O)[nH]c(=O)c2C1c1cccs1 (stereo unspecified) | i | i | i | 4 | i | i | -0.5 | i | i | i | i
CC(=O)N1CC(C)Sc2ccc(S(=O)(=O)NCCc3cccc(C)c3)cc21 (stereo unspecified) | i | i | i | 11 | i | i | -0.3 | i | i | i | i
CN(CC(=O)Nc1cccc(F)c1)C(=O)c1cc(-c2ccccc2)nc2ccccc12 | i | i | i | -10 | i | i | -0.4 | i | i | i | i
COc1ccc(S(=O)(=O)N2CCCCC2)cc1NC(=O)c1cc([N+](=O)[O-])ccc1N1CCOCC1 | i | i | i | 41 | i | i | -5.3 | i | i | i | i
COc1ccc(C(=O)NCc2ccc(-c3nc4ccccc4s3)cc2)cc1 | i | i | i | 25 | i | i | / | i | i | i | i
O=C(NC(=O)c1ccc(Cl)cc1)Nc1ccc(-c2cnco2)cc1 | i | i | i | 18 | i | i | 1.1 | i | i | i | i
COc1ccc(C2SCC(=O)N2c2ccc(F)cc2)cc1 (stereo unspecified) | i | i | i | 33 | i | i | -1.7 | i | i | i | i
Cc1ccc(OCC(=O)N/N=C\c2ccc(C)o2)c(C)c1 | i | i | i | 21 | i | i | -0.3 | i | i | i | i
Cc1cccc(/C(N)=N/OC(=O)c2ccc(Br)o2)c1 | i | i | i | 14 | i | i | 3.6 | i | i | i | i
COc1ccc(C2(CNC(=O)c3cccc([N+](=O)[O-])c3)CCCCC2)cc1OC | i | i | i | 8 | i | i | -0.4 | i | i | i | i
COc1ccc(NC(=O)Nc2ncn(Cc3cccc(C(F)(F)F)c3)n2)cc1OC | i | i | i | -5 | i | i | -0.1 | i | i | i | i
C=CCn1c(SCC(=O)N2N=C(c3ccco3)CC2c2ccco2)nnc1-c1ccncc1 (stereo unspecified) | i | i | i | 10 | i | i | 0.0 | i | i | i | i
COc1ccc(OC)c(C(=O)Cn2nnc(-c3ccc(N4CCOCC4)cc3)n2)c1 | i | i | i | 12 | i | i | 0.5 | i | i | i | i
C=CCc1cccc2cc(C(=O)NC)c(=O)oc12 | i | i | i | -6 | i | i | -0.2 | i | i | i | i
CCC1(CC)C(=O)N(C)C(=O)NC1=Nc1ccc(OC)cc1 | i | i | i | 19 | i | i | 0.1 | i | i | i | i
O=C(Nc1ccc(N2CCOCC2)c(F)c1)c1ccncc1 | i | i | i | 24 | i | i | -0.1 | i | i | i | i
O=C1CCCC2=C1C(c1ccc(Cl)cc1)N1C(=O)CCSC1=N2 (stereo unspecified) | i | i | i | 15 | i | i | 1.5 | i | i | i | i
CCC(=O)N1CCN(C(C)=O)C1c1ccccc1 (stereo unspecified) | i | i | i | 33 | i | i | -0.1 | i | i | i | i
Cc1nc(NCc2ccc3c(c2)OCO3)c2oc3ccccc3c2n1 | i | i | i | 25 | i | i | -0.2 | i | i | i | i
O=C(N/N=C/c1ccccc1)c1ccc(CN2C(=O)c3cccc4cccc2c34)cc1 | i | i | i | 16 | i | i | 0.2 | i | i | i | i

Profiles, looked up by structure:
Entry for O=C(Nc1ccc(N2CCOCC2)c(F)c1)c1ccncc1 → MrgX1 PAM: i; MrgX1 antag: i; TRPC6 inhibitor: i; AI-2 QS mod: 24; MrgX1 agonist: i; TRPC4 agonist: i; HIF activator: -0.1; TRPC4 inh: i; PolyA inh: i; TRPC4 potent: i; TRPC6 act: i
Entry for O=C1CCCC2=C1C(c1ccc(Cl)cc1)N1C(=O)CCSC1=N2 (stereo unspecified) → MrgX1 PAM: i; MrgX1 antag: i; TRPC6 inhibitor: i; AI-2 QS mod: 15; MrgX1 agonist: i; TRPC4 agonist: i; HIF activator: 1.5; TRPC4 inh: i; PolyA inh: i; TRPC4 potent: i; TRPC6 act: i
Entry for O=C(N/N=C/c1ccccc1)c1ccc(CN2C(=O)c3cccc4cccc2c34)cc1 → MrgX1 PAM: i; MrgX1 antag: i; TRPC6 inhibitor: i; AI-2 QS mod: 16; MrgX1 agonist: i; TRPC4 agonist: i; HIF activator: 0.2; TRPC4 inh: i; PolyA inh: i; TRPC4 potent: i; TRPC6 act: i

(next part)
molecule | MrgX1 PAM | MrgX1 antag | TRPC6 inhibitor | AI-2 QS mod | MrgX1 agonist | TRPC4 agonist | HIF activator | TRPC4 inh | PolyA inh | TRPC4 potent | TRPC6 act
CC(Oc1cccc(Cl)c1)C(=O)Nc1ccc(S(=O)(=O)Nc2ncccn2)cc1 (stereo unspecified) | i | i | i | 26 | i | i | 0.0 | i | i | i | i
CCC(=NCc1ccccc1)C1=C(O)C(C(=O)OC)C(C)(C)CC1=O (stereo unspecified) | i | i | i | 16 | i | i | -0.4 | i | i | i | i
CNC(=O)/C(C#N)=C/c1c(N2CC(C)OC(C)C2)nc2ccccn2c1=O (stereo unspecified) | i | i | i | 23 | i | i | 0.6 | i | i | i | i
CSCCC(NC(=O)c1ccccc1Cl)C(=O)OCC(=O)N1CCCC1=O (stereo unspecified) | i | i | i | 12 | i | i | 0.2 | i | i | i | i
COc1cc(-c2nnc(COc3ccc4cc(Br)ccc4c3)o2)cc(OC)c1OC | i | i | i | 7 | i | i | -0.5 | i | i | i | i
O=C(CSc1nc2ccc([N+](=O)[O-])cc2[nH]1)NC1CCCCC1 | i | i | i | 22 | i | i | 0.0 | i | i | i | i
Fc1ccc(OCCOCCOc2cccc3[nH]ccc23)cc1 | i | i | i | -27 | i | i | 0.4 | i | / | i | i
CC1Sc2ccc(S(=O)(=O)CCC(=O)NC3CCCCC3C)cc2NC1=O (stereo unspecified) | i | i | i | 18 | i | i | -0.4 | i | i | i | i
CCn1cc(/C=C(\NC(=O)c2cc(OC)c(OC)c(OC)c2)C(=O)N2CCN(C)CC2)c2ccccc21 | i | i | i | -22 | i | i | -0.8 | i | i | i | i
Cc1ccc2oc(=O)c3cnn(CC(=O)NC4CCCCC4C)c3c2c1 (stereo unspecified) | i | i | i | 21 | i | i | 0.0 | i | i | i | i
Cc1ccc(NC(=O)c2c(C)nn(-c3ccccc3)c2Cl)c(C)c1 | i | i | i | 16 | i | i | 2.3 | i | i | i | i
COC(=O)[C@@H]1C[C@@H]2CC[C@@H](O)C[C@@H]2N1Cc1ccc(Cl)cc1 | i | i | i | 18 | i | i | -0.1 | i | i | i | i
CN(C)c1ccc(NC(N)=S)cc1 | i | i | i | 6 | i | i | 0.0 | i | i | i | i
N#CCOc1ccccc1/C=N/n1nnnc1N | i | i | i | -10 | i | i | -0.2 | i | i | i | i
Cc1ccc(C(C)C)c(OCCNCc2ccccc2)c1 | i | i | i | / | i | i | -0.4 | i | i | i | i
COc1cccc(C(=O)C2CCCN(Cc3cccn3-c3ccccn3)C2)c1 (stereo unspecified) | i | i | -5.9* | 35 | i | i | -1.5 | -7* | / | i | i
CCc1nn(C(C)C(=O)N2CCN(Cc3ccccc3)CC2)c(=O)c2cc3occc3n12 (stereo unspecified) | i | i | i | -4 | i | i | -0.3 | i | i | i | i
Cc1ccccc1C(=O)NC1CC2CCCC(C1)N2Cc1ccc(Cl)cc1 (stereo unspecified) | i | i | i | 29 | i | i | -0.7 | i | i | i | i
O=C(CN1CCOCC1)Nc1cccc(S(=O)(=O)N2CCCCCC2)c1 | i | i | i | 9 | i | i | -0.5 | i | i | i | i
CCOc1ccc(CN(C)C(C)C(=O)NCc2ccccc2)cc1 (stereo unspecified) | i | i | i | 5 | i | i | -1.8 | i | i | i | i
Cc1ccc(S(=O)(=O)NCCN(CCNS(=O)(=O)c2ccc(C)cc2)S(C)(=O)=O)cc1 | i | i | i | 9 | i | i | -0.3 | i | i | i | i
O=C(C1CCCN(S(=O)(=O)c2ccccc2[N+](=O)[O-])C1)N1CCN(c2ccccc2)CC1 (stereo unspecified) | i | i | i | 16 | i | i | 0.1 | i | i | i | i
COc1cc(C(=O)c2c(C)c(CCC#N)n3ccccc23)cc(OC)c1OC | i | i | i | 2 | i | i | 3.2 | i | i | i | i
O=S(=O)(c1cccc(S(=O)(=O)N2CCCC2)c1)N1CCCCC1 | i | i | i | 21 | i | i | 0.0 | i | i | i | i
CCOC(=O)C1CCN(C(=O)CCc2nc3ccccc3[nH]2)CC1 | i | i | / | 20 | i | / | -0.2 | / | i | / | /
COc1ccccc1NC(=O)C(C/C=C(/C)Cl)C(C)=O (stereo unspecified) | i | i | i | 0 | i | i | 0.2 | i | i | i | i
COC(=O)c1nccc2c1[nH]c1ccccc12 | i | i | i | 43 | i | i | 0.3 | i | i | i | i
COc1ccccc1CCNC(=O)C(=O)NCC1OCCN1C(=O)c1ccc(Cl)cc1 (stereo unspecified) | i | i | i | -1 | i | i | -0.7 | i | i | i | i
CCOc1ccc2c(c1)C(c1cccs1)=NNC(c1cccnc1)=N2 | i | i | i | 7 | i | i | -0.3 | i | i | i | i
Cc1nn(-c2ccccc2)c2c1C1(C(=O)N3c4c(cccc41)C(C)CC3(C)C)C(C#N)=C(N)O2 (stereo unspecified) | i | i | i | 4 | i | i | -0.4 | i | i | i | i
Nn1c(C2CCC2)nc2ccccc2c1=O | i | i | i | / | i | i | -0.8 | i | i | i | i
COc1ccc(C2=NS(=O)(=O)N(C)C(C(=O)N3CCOCC3)=C2)cc1 | i | i | i | 4 | i | i | -0.4 | i | i | i | i
